Bioassay records as filed in PubChem BioAssay.
Jurkat NFkB inh = inhibitors of the PMA/ionomycin-induced NF-kB reporter in Jurkat cells; PMA/ionomycin-induced NF-kB luciferase reporter, luminescence; inhibition, % at 4 µM; 330,000 compounds, 0.53% hits
SENP8 block = blocks the human protease SENP8; Q96LD8; 330,000 compounds, 1.2% hits; inhibition, % at 10 µM; AID 2540; purified SENP8, Z-RLRGG-aminoluciferin cleavage, luminescence
Target sequence (Q96LD8 whole entry, looked up): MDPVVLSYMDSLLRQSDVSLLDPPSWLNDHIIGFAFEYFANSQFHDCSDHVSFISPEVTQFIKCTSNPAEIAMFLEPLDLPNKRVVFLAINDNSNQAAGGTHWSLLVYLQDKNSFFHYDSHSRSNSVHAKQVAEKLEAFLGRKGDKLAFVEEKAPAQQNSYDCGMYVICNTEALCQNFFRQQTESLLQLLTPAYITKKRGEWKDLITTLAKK
Apaf1 inhib = blocks human Apaf-1 apoptosome activity; reconstituted apoptosome caspase-3 activity, DEVD-Rh110 fluorescence; 330,000 compounds, 0.71% hits; inhibition, % at 20 µM; AID 489030; active = inhibition of at least 40% at 20 µM;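 also: plate controls were DMSO wells for no effect and DEVD-CHO caspase inhibitor wells for full effect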
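Assay system: Apoptosome proteins | Medium: pH 7.5 Hepes buffer with CHAPS, BSA, DTT | Also added: Cytochrome c and DEVD-Rh110 substrate | Times: 30 min plus 50 min, RT | Detection: Rhodamine 110 fluorescence at Ex 480/Em 540 nm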
Gli-Sufu block = Gli-Sufu pathway antagonism; Sufu-KO-LIGHT fibroblasts, Gli luciferase reporter luminescence; inhibition, % at 5 µM; 340,000 compounds, 0.74% hits;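 active = inhibition above about 55%, limit read from the data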;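 also: 0% = DMSO-treated cells and 100% = wells with medium but no cells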
CCR6 antag = blocks CCL20-driven beta-arrestin recruitment at human CCR6. CHO-K1 CCR6 PathHunter beta-arrestin, luminescence, CCL20-stimulated. AID 493098. P51684. inhibition, % at 20 µM. 340,000 compounds, 0.49% hits;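 active = compounds whose inhibition of the agonist-driven luminescence signal at 20 µM reaches about 50%, limit read from the data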;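 also: cells stimulated with CCL20 at 14 nM final; plate controls were DMSO with CCL20 for no effect and DMSO without agonist for full effect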
Target sequence (P51684 whole entry, looked up): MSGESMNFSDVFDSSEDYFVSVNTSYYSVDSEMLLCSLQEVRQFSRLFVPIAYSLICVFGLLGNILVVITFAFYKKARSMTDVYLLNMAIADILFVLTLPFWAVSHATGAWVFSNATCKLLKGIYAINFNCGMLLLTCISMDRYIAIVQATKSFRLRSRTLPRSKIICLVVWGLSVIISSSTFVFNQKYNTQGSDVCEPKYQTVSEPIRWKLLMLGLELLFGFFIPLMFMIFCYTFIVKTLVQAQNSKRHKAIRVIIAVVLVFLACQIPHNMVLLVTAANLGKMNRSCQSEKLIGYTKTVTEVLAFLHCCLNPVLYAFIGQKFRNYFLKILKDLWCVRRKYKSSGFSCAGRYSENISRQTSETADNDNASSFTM
UBC13 inh = inhibitors of human UBC13 polyubiquitin chain formation; AID 485273; inhibition, % at 20 µM; TR-FRET; 330,000 compounds, 0.47% hits; in the data active = inhibition above about 45%, passing the limit was not always enough; inconclusive = no clear call, values can overlap the other calls
EBI2 block = antagonists of human EBI2 receptor | AID 651636 | P32249 | 360,000 compounds, 0.81% hits | EBI2 beta-arrestin recruitment, luminescence, 7a,25-OHC stimulated | inhibition, % at 5 µM; in the data active = inhibition above about 38%;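 also: enzyme fragment complementation signal reports receptor beta-arrestin coupling in cells; 0% = agonist plus DMSO wells and 100% = wells without agonist; some results beyond the cut were filed as inactive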
Target sequence (P32249 whole entry, looked up, the tested form may be a part): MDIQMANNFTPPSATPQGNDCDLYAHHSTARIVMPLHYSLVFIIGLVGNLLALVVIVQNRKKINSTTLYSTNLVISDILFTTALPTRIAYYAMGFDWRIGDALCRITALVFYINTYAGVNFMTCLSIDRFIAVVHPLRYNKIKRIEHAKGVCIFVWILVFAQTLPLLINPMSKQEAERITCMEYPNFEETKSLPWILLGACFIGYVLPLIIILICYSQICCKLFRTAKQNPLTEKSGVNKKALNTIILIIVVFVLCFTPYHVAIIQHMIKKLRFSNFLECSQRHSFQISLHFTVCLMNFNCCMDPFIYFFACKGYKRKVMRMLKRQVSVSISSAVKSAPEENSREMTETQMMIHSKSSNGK
697 NFkB inh = inhibitors of the PMA/ionomycin-induced NF-kB reporter in 697 B cells | 697 B-cell NF-kB luciferase reporter, 16 h | inhibition, % at 4 µM | 330,000 compounds, 0.33% hits; in the data active = inhibition above about 35%
* hit, by the source's call; u = inconclusive; x = no result given. Rule as the data show it, unless noted: active = inhibition above about 50%; inactive = the rest. Some of the compounds tested. The share of hits here may be higher or lower than overall.

SMILES | Jurkat NFkB inh | SENP8 block | Apaf1 inhib | Gli-Sufu block | CCR6 antag | UBC13 inh | EBI2 block | 697 NFkB inh
Cc1ccc(C)c(-n2cc(CN3CCN(C(=O)c4ncn[nH]4)CC3)c(-c3ccccc3)n2)c1 | -2.9 | -3.4 | -6.9 | 11.5 | 25.9 | -7.4 | 1.8 | 7.7
O=C(CSc1nnnn1-c1ccccc1)CSc1nnnn1-c1ccccc1 | 0.0 | -3.3 | -9.0 | 7.1 | 14.1 | -1.8 | -10.7 | 14.4
Cc1ccc(S(=O)(=O)N2CCC(C(=O)N3CCC[C@H]3C(=O)NCC(C)C)CC2)cc1 | -0.9 | -15.7 | -2.8 | -14.4 | 19.0 | -0.1 | 7.6 | 3.4
CC(/C=N/NC(=O)c1ccccc1F)=C\c1ccccc1 | -85.7 | 27.9 | 8.4 | -91.7 | -3.2 | -9.2 | 9.5 | -107.2
CCCC(=O)Nc1ccc(Br)c(Cl)c1 | -0.6 | -12.7 | 11.0 | 1.4 | 1.9 | 9.6 | -10.6 | 2.8
COc1ccc(CC(=O)c2cc(OC)c(OC)cc2CC(=O)O)cc1OC | 8.7 | 4.7 | -19.7 | 13.8 | -8.4 | 2.3 | 0.2 | 15.7
Cc1cc(C)n(/N=C/c2ccccc2)c(=O)c1C#N | -7.0 | 0.1 | -16.7 | 5.0 | -5.9 | -11.1 | 4.4 | -4.0
Cc1nnc(SCC(=O)Nc2ccc(Br)cc2)n(N)c1=O | -7.2 | -15.7 | 2.4 | -0.6 | -3.5 | 2.3 | 1.6 | -12.9
Cc1cccc(C(=O)N2CCCCCC2)c1 | 1.2 | -7.9 | -24.1 | 3.9 | -6.5 | 3.2 | -0.6 | 23.0
CCOC(=O)c1c(NC(=O)COC(=O)c2ccncc2)sc(C)c1C | -17.3 | -7.6 | 9.6 | -0.5 | 3.3 | -8.4 | -1.7 | 0.2
CC(C)CNC(=O)COC(=O)/C=C/c1ccco1 | -5.9 | -3.4 | -4.3 | -4.3 | 6.9 | -9.0 | -4.8 | -3.5
O=C(NCc1ccccc1)c1onc(CSc2ccc(F)cc2)c1C(=O)NCc1ccccc1 | 8.6 | 3.9 | 19.9 | -0.7 | 21.7 | -4.9 | 5.9 | -2.1
N#Cc1ccc2nc3c(nc2c1)CCCC3 | -17.6 | -4.1 | 0.4 | 2.9 | -4.4 | -0.2 | -2.8 | 6.5
Cc1cc(=O)n2c(c1C#N)SC1CCCCC12O (stereo not given) | 13.4 | 4.6 | -8.9 | 0.5 | -13.9 | -5.4 | -1.3 | 18.8
O=C(O)CCC(=O)NC1CCCCC1 | 2.4 | -3.5 | -10.0 | 4.9 | -8.7 | -6.5 | 7.8 | 21.2
Cc1cccc2c1N(C(=O)c1ccco1)C(C)(C)c1ssc(=S)c1-2 | 0.2 | 0.4 | 17.8 | -13.8 | 35.6 | -13.7 | 20.3 | -7.4
CSc1ccc(CSCC(=O)N2CCN(S(=O)(=O)c3ccc(C)cc3C)CC2)cc1 | 2.5 | 1.0 | 10.8 | 1.3 | 20.0 | 9.4 | 14.6 | 6.5
O=C(NCCC1CCCCN1S(=O)(=O)c1ccccc1)C(=O)NCc1ccccn1 (stereo not given) | 9.1 | 1.5 | 2.9 | 3.2 | 10.7 | -6.0 | -10.9 | 0.1
CCOC(=O)c1c(CN2CCN(c3ccccc3)CC2)oc2ccc(O)cc12 | 11.3 | 4.7 | 8.9 | 10.6 | -9.5 | 91.4* | 4.9 | 6.1
COc1ccc(-c2c(-c3cc(OC)cc(OC)c3)n(C)c3ccc(-c4ccc5c(c4)OCCO5)cc23)cc1 | -4.4 | -8.4 | 3.8 | 15.4 | 17.6 | u | 5.9 | 11.5
Cc1ccc2cc(CN(Cc3ccc4c(c3)OCO4)Cc3nnnn3Cc3ccco3)c(=O)[nH]c2c1 | -4.6 | -6.6 | 19.8 | -0.7 | 7.1 | 4.9 | 0.1 | 13.2
COc1cc(OC)cc(-c2c(C#Cc3ccsc3)c3cc(-c4ccc5cc[nH]c5c4)ccc3n2C)c1 | -19.5 | -15.0 | -0.1 | 3.1 | -1.9 | -20.7 | -2.1 | -16.2
COc1ccc(OCc2nnc(SCC(=O)c3ccccc3)o2)cc1 | 0.7 | -2.9 | 1.3 | -2.4 | 5.7 | 5.7 | 1.6 | 30.1
O=C1CC(N2CCN(c3ccc(Cl)cc3)CC2)C(=O)N1c1ccccc1 (stereo not given) | 8.8 | 7.2 | 3.3 | 5.0 | 8.9 | 3.5 | -8.8 | 11.4
Cc1cccc(NS(=O)(=O)c2c(C(=O)N3CCCC3)c(C)n(C)c2C)c1 | -4.2 | -7.3 | -4.6 | -13.4 | 16.1 | -5.7 | -5.9 | -21.9

Single entries from the entries so far:
COc1ccc(-c2c(-c3cc(OC)cc(OC)c3)n(C)c3ccc(-c4ccc5c(c4)OCCO5)cc23)cc1 | Apaf1 inhib = 3.8
Cc1cccc(NS(=O)(=O)c2c(C(=O)N3CCCC3)c(C)n(C)c2C)c1 | UBC13 inh = -5.7

A different layout for part of the listing above:
> CC(/C=N/NC(=O)c1ccccc1F)=C\c1ccccc1
  Jurkat NFkB inh: -85.7
  SENP8 block: 27.9
  Apaf1 inhib: 8.4
  Gli-Sufu block: -91.7
  CCR6 antag: -3.2
  UBC13 inh: -9.2
  EBI2 block: 9.5
  697 NFkB inh: -107.2

> COc1ccc(-c2c(-c3cc(OC)cc(OC)c3)n(C)c3ccc(-c4ccc5c(c4)OCCO5)cc23)cc1
  Jurkat NFkB inh: -4.4
  SENP8 block: -8.4
  Apaf1 inhib: 3.8
  Gli-Sufu block: 15.4
  CCR6 antag: 17.6
  UBC13 inh: u
  EBI2 block: 5.9
  697 NFkB inh: 11.5

> COc1cc(OC)cc(-c2c(C#Cc3ccsc3)c3cc(-c4ccc5cc[nH]c5c4)ccc3n2C)c1
  Jurkat NFkB inh: -19.5
  SENP8 block: -15.0
  Apaf1 inhib: -0.1
  Gli-Sufu block: 3.1
  CCR6 antag: -1.9
  UBC13 inh: -20.7
  EBI2 block: -2.1
  697 NFkB inh: -16.2

> Cc1ccc(C)c(-n2cc(CN3CCN(C(=O)c4ncn[nH]4)CC3)c(-c3ccccc3)n2)c1
  Jurkat NFkB inh: -2.9
  SENP8 block: -3.4
  Apaf1 inhib: -6.9
  Gli-Sufu block: 11.5
  CCR6 antag: 25.9
  UBC13 inh: -7.4
  EBI2 block: 1.8
  697 NFkB inh: 7.7

Later entries.
SMILES | Jurkat NFkB inh | SENP8 block | Apaf1 inhib | Gli-Sufu block | CCR6 antag | UBC13 inh | EBI2 block | 697 NFkB inh
CCCCc1nc2ccccc2c(=O)n1NC(=O)c1c(O)c2ccccc2n(C)c1=O | -4.5 | -7.5 | 11.4 | 26.4 | 14.9 | -6.4 | 2.5 | -22.6
CCOC(=O)COn1c(=O)c(-c2ccc(OC)cc2)[n+]([O-])c2ccccc21 | -8.2 | 2.2 | 0.2 | 20.4 | -5.5 | 1.9 | 5.1 | -18.3
COc1ccc(N2CCN(C(=O)COc3ccc4c(C)cc(=O)oc4c3C)CC2)cc1 | 2.0 | 0.0 | 3.3 | -5.8 | 4.1 | 1.8 | -8.5 | -12.1
Cc1nc(-c2ccc(Cl)cc2)sc1C(=O)CBr | 0.0 | 3.9 | -9.8 | -7.3 | 37.1 | 3.7 | 10.7 | -16.8
Cc1cc(NC(=O)CSc2ncc(C(F)(F)F)cc2Cl)no1 | -4.0 | -0.9 | 1.4 | 8.0 | 8.5 | -6.9 | -2.3 | -5.5
Cc1ccc([N+](=O)[O-])cc1NC(=S)NC(=O)c1ccco1 | 8.3 | 1.1 | -16.0 | -1.6 | 39.8 | 5.4 | -7.7 | 7.5
Clc1ccc(-c2nnc(C3CC3)o2)cc1 | -21.5 | 6.9 | -4.5 | -9.6 | -3.3 | -3.5 | 5.6 | -15.4
CC1CCCCC1NC(=O)CN1CCC(NC(=O)c2cccc(F)c2)CC1 (stereo not given) | -0.6 | -3.2 | 2.6 | -13.3 | 7.7 | 4.1 | 5.7 | 11.2
Cc1c(C(=O)Nc2ccc(OCc3ccccc3)cc2)cccc1[N+](=O)[O-] | -2.4 | 2.0 | -10.9 | -3.3 | -9.2 | -7.6 | 8.1 | -2.1
O=C(CCC1CCCC1)N1CCC(N2CCN(c3ccccc3)CC2)CC1 | 2.0 | 5.0 | -3.0 | 5.3 | 4.2 | 13.7 | -3.8 | 12.3
O=C(CSc1nc2ccncc2[nH]1)Nc1ccccc1C(F)(F)F | 7.7 | 1.1 | -3.7 | 15.7 | -3.1 | 7.8 | 2.1 | -6.7
O=C(NCc1cccs1)c1cc(-c2ccccn2)nc2ccc(Br)cc12 | -15.4 | -10.3 | 5.9 | -0.7 | 11.4 | -19.0 | -6.7 | 8.3
Cc1ccc(C(=O)NC2CCCCCC2)o1 | -6.4 | 5.4 | -0.9 | -15.8 | 11.4 | 0.8 | 11.8 | 8.5
O=C(COc1ccc(S(=O)(=O)N2CCOCC2)cc1)N1CCc2ccccc2C1 | -3.4 | 4.7 | -0.8 | 2.5 | 1.4 | 7.6 | 10.3 | 13.2
Cc1cc(C(C)(C)C)cc(S(=O)(=O)Nc2ccc(C(=O)O)cc2)c1C | 5.1 | 0.2 | -2.0 | -4.6 | 0.2 | 7.0 | 6.0 | 11.4
CCOC(=O)CC(=O)CSc1nc2c(cc1C#N)CCCCC2 | -87.4 | 1.4 | 5.6 | -12.8 | 6.6 | 12.8 | 2.8 | -101.9
COc1ccc(S(=O)(=O)N2CCN(c3ccccc3OC)CC2)cc1 | 15.2 | -1.9 | -6.5 | -6.7 | 9.1 | -0.2 | 3.3 | 8.7
O=C(NC(=S)NCc1ccco1)c1ccccc1 | 0.5 | -2.2 | -12.9 | -6.2 | 16.8 | 2.6 | -10.1 | -11.3
O=C(Nc1ccc(F)cc1)C1CC(=O)N(Cc2ccco2)C1 (stereo not given) | 10.0 | -3.4 | 1.1 | -0.6 | 1.2 | 2.2 | -9.2 | -11.0
CC(Oc1ccccc1Cl)C(=O)N(Cc1cccs1)C1CCS(=O)(=O)C1 (stereo not given) | -17.6 | -11.4 | 15.7 | 2.5 | 9.4 | 0.0 | 2.2 | -19.9
COc1ccccc1N1CCN(C(=O)C2CCN(C(=O)c3ccccc3C)CC2)CC1 | 6.3 | -0.9 | -17.6 | 2.7 | 9.7 | 3.9 | -4.6 | 14.6
S=c1[nH]ccn1-c1cccc(Cl)c1 | -3.5 | -2.8 | -5.5 | -0.6 | 4.2 | 2.4 | -17.2 | -5.7
Cc1cc(C(=O)NN=C(CCC(=O)O)c2cccs2)c(C)o1 | 2.0 | -4.7 | 0.8 | -3.7 | -11.2 | 5.7 | -12.1 | 3.0
CC(C)(C)OC1NS(=O)(=O)OCC1NCOC(Cl)(Cl)Cl (stereo not given) | 0.3 | -6.2 | 5.7 | -0.7 | 5.7 | -21.1 | -21.4 | -19.2
Cc1cc(C)n2nc(SCc3cc(=O)oc4cc(C)c(C)cc34)nc2n1 | -5.4 | 0.7 | -2.9 | x | x | 0.9 | x | 0.5
CCC1CCCCN1S(=O)(=O)c1ccc(NC(=O)CSc2ncccc2C(=O)O)cc1 (stereo not given) | -8.0 | -0.6 | 2.1 | 4.1 | 4.7 | -8.1 | -6.0 | -16.6
Cc1ccc(NC(=O)N2CCCC2C(=O)Nc2ccc3c(c2)OCCO3)cc1 (stereo not given) | 13.5 | -17.7 | -82.8 | 3.1 | 6.7 | -3.6 | -0.2 | -1.3
C=CCn1c(CCNC(=O)c2ccccc2F)nnc1SCc1nc2ccccc2c(=O)[nH]1 | 5.9 | -5.5 | -2.1 | -5.3 | -6.2 | -16.5 | 0.2 | -31.7
CCOc1c2ccccc2nn1CCOC | 5.5 | -14.1 | 2.5 | -7.7 | -2.1 | -4.6 | -10.1 | -5.9
